From PubChem
SRC3 TRFRET art: counter-screen for PPARgamma SRC-3 recruitment agonists: TR-FRET artefact | PPARgamma/SRC-3 format; active compounds read high | TR-FRET ratio at 8 µM | actives 0.39% (n = 99,000) | AID 1048; in the data active = TR-FRET ratio above about 2000; also: inactives centre near 1600; reference of the scale not given here
SRC1 TRFRET art: counter-screen for PPARgamma SRC-1 recruitment agonists: TR-FRET artefact; TR-FRET detection artefact counter-screen, emission ratio; active compounds read high; actives 0.34% (n = 99,000); TR-FRET ratio at 8 µM; AID 1051; in the data active = TR-FRET ratio above about 2300; also: inactives centre near 1800; reference of the scale not given here
* hit, by the source's call. A portion of the library, so the mix of outcomes need not match the whole.

Molecule	SRC1 TRFRET art	SRC3 TRFRET art
CN(C)C(=O)/C(=C\c1ccc(-c2cccc([N+](=O)[O-])c2)o1)NC(=O)c1ccccc1	1970	1589
O=C(O)CCC(=O)N1CCCC1	1636	1448
COc1ccc(CC(=O)NCc2n[nH]c(=S)n2-c2ccccc2)cc1	1733	1436
Cc1ccc(-c2nnc(/C=C/c3ccccc3)o2)cc1	1987	1620
CCCOC(=O)c1ccc(NC(=O)C(=O)NCCN(CC)CC)cc1	1803	1497
O=C(O)c1ccc2c(c1)C(=O)N(NC(=O)c1ccc(O)cc1)C2=O	1894	1553
Cc1ccnc2nc(C(=O)Nc3nnc(-c4ccc(Cl)cc4)o3)nn12	1888	1756
C=CCN1C(c2ccc(OCC)cc2)=CS/C1=C(\C#N)c1nnc2n1CCCCC2	1844	1698
COc1ccc(NC(=O)N2CCCC2C(=O)NCc2ccc(C)cc2)cc1 (stereo unspecified)	1689	1553
O=C(CSc1ccc(-c2ccco2)nn1)c1cccc([N+](=O)[O-])c1	1889	1730
Cc1c(C(=O)NCc2ccccn2)sc2nc(-c3ccccc3)cn12	1681	1707
CC1CCCCC1NC(=O)c1ccc(CSc2nc3ccncc3[nH]2)cc1 (stereo unspecified)	1626	1591
Cc1onc(-c2c(F)cccc2Cl)c1C(=O)N1CCN(c2ncccn2)CC1	1824	1540
CC(Oc1ccc(Cl)cc1Cl)C(=O)NCCCCc1ccccc1 (stereo unspecified)	1735	1508
CCCCC(=O)OCC(=O)Nc1cccc(S(=O)(=O)NC2=NCCCCC2)c1	1897	1590
CCOC(=O)c1c(C)[nH]c(C(=O)/C(C#N)=C/c2ccc(OCC)cc2)c1C	1576	1568
O=C(CCCl)N(Cc1nc2ccccc2c(=O)[nH]1)Cc1cccs1	1902	1623
Cc1ccc2c(c1)N(CC(=O)OC(CC(C)C)C(=O)NC1CCCC1)C(=O)CO2 (stereo unspecified)	2021	1458
NCCCC[C@H]1NC(=O)[C@H](CCC(=O)O)NC(=O)c2cc([N+](=O)[O-])cc(I)c2OCC[C@@H](C(N)=O)NC1=O	1855	1552
CC(C)c1ccc(NC(=O)C(c2ccc3c(c2)OCO3)N2CCN(C(=O)c3ccco3)CC2)cc1 (stereo unspecified)	1651	1798
CC1(C)Cc2c(C#N)c(NCCc3ccccc3)nc(-c3ccco3)c2CO1	1810	1429
COC(=O)c1cc(C(=O)c2cc(Cl)ccc2O)coc1=N	1752	1742
O=C(O)CS(=O)(=O)c1ccc(C(F)(F)F)cn1	1778	1465
COc1ccc(Nc2ccc(C(=O)O)cc2[N+](=O)[O-])cc1	1728	1741
Cc1ccc(NC(=O)c2ccc(Oc3ncccn3)cc2)cc1	1711	1443
CCc1ccc(CNC(=O)C(=O)NCC2CCCO2)cc1 (stereo unspecified)	1785	1753
Cc1nc2sc3c(c2c(=O)[nH]1)CCC3	1611	1770
COc1ccccc1OCCNC(=O)c1cc([N+](=O)[O-])cc([N+](=O)[O-])c1	1980	1418
O=C(NCc1ccc(Cl)cc1Cl)C1CC(=O)N(Cc2ccccc2)C1 (stereo unspecified)	1914	1743
CCOC(=O)c1cnn(-c2ccccc2)c1-n1cccc1C(=O)C(=O)N(C)C	2041	1449
CC(C)(C)C1CCc2sc(C(=O)NNC(=O)CCl)cc2C1 (stereo unspecified)	2009	1665
CC1CCCCC1NC(=O)CCS(=O)(=O)c1cccc2nonc12 (stereo unspecified)	1866	1748

Compound profiles, as listed above. Screens in order: SRC1 TRFRET art	SRC3 TRFRET art
C=CCN1C(c2ccc(OCC)cc2)=CS/C1=C(\C#N)c1nnc2n1CCCCC2 is listed as 1844	1698
Cc1ccc(-c2nnc(/C=C/c3ccccc3)o2)cc1 is listed as 1987	1620
Cc1c(C(=O)NCc2ccccn2)sc2nc(-c3ccccc3)cn12 is listed as 1681	1707

Additional results follow:
Molecule	SRC1 TRFRET art	SRC3 TRFRET art
CC[C@H](C)[C@@H]1NC(=O)c2cc([N+](=O)[O-])cc(I)c2NCC[C@@H](C(N)=O)NC(=O)[C@H](CCCN=C(N)N)NC1=O	1739	1672
CCc1cccc(C)c1NC(=S)N(CCCN1CCN(C)CC1)Cc1cccs1	1757	1631
Cc1cc(C)c2c(=O)[nH]n(C(C)C)c2n1	1862	1321
CC(=O)O[C@@H]1[C@@]2(C)O[C@H]2CC[C@]23O[C@H]2[C@H](OC3=O)C2=C(C)C(=O)O[C@@]21O	1980	1788
CC1(C)C(=O)OC(c2cccn2-c2ccc([N+](=O)[O-])cc2)C(C)(C)C1=O (stereo unspecified)	1710	1685
Cc1ccc(C(=O)Nc2sc(C)c(C)c2C(=O)c2ccccc2)cc1	1482	1580
O=c1cc(CCl)nc2sc3ccccc3n12	1824	1539
O=C(/C=C/c1ccccc1)NCc1ccco1	1839	1488
O=C(NCc1ccco1)c1cc(-c2cccs2)nc2ccccc12	1678	1728
CCC(=O)Nc1cc(C(C)(C)C)ccc1C(C)=O	1873	1815
CCn1c(C)nc2cc(C(=O)N/N=C/c3cccc(O)c3O)ccc21	2155	1550
CCCCN(CC)C(=O)CSc1nc2n[nH]c(C)c2c(=N)n1-c1cccc(C)c1	1901	1696
O/N=C/c1ccc(OCc2ccccc2)c(Cl)c1	1727	1564
CC(=O)Nc1ccc(NC(=O)/C=C/c2ccccc2)cc1	2103	1660
CN(CC(=O)Nc1ccc(Cl)cc1)Cc1cc(=O)n2ccsc2n1	1869	1762
CC(C)N1CCC(=NNC(=O)c2ccccc2[N+](=O)[O-])CC1	1941	1571
CCc1ccc(CC2(O)CC(C)N(C)CC2C)cc1 (stereo unspecified)	1546	1627
CC(C)(C)C(=O)Nc1cc(S(=O)(=O)Nc2ccc(Cl)cc2)ccc1Cl	2100	1593
CCN(CC)S(=O)(=O)c1cccc(NC(=S)NC(=O)/C=C/c2ccc(S(=O)(=O)N3CCOCC3)cc2)c1	1658	1529
CCOCCCNC(=O)c1c(C)c(C(=O)OCC)n(C)c1C	1823	1339
COCCn1c(N)c(N(Cc2ccccc2)C(=O)c2ccc(C#N)cc2)c(=O)[nH]c1=O	2259	1691
COC(=O)C1=C(C)NC(=O)/C1=C\c1cc(C)n(-c2ccccc2)c1C	1893	1591
Cc1ccc(N2C(=O)CC(Nc3ccc(Cl)c(S(=O)(=O)N(C)C)c3)C2=O)c(C)c1 (stereo unspecified)	1857	1725
O=C(O)/C=C\C(=O)NC1CCCCC1	1759	1608
COc1ccc(C2CC(=O)n3nc(C45CC6CC(CC(C6)C4)C5)nc3S2)cc1OC (stereo unspecified)	1753	1672
Cc1nc2c3ccccc3nc(SCC(=O)c3ccc(Cl)cc3)n2n1	2121	1741
CN1C(=O)/C(=C\c2ccc(-c3ccccc3)o2)SC1=S	1930	1719
CCOC(=O)c1sc(NC(=O)CNCc2cccnc2)c(C(=O)OCC)c1C	1558	1392
O=C(O)CC(NC(=O)C1c2ccccc2Oc2ccccc21)c1ccc(OC2CCCC2)cc1 (stereo unspecified)	1849	1731
Cc1ccc(/C=N/NC(=O)C[n+]2ccccc2)o1	1996	1739
Cc1c(CNC(=O)C2CC2)c(-n2cccc2)n(Cc2ccccc2)c1C	1865	1435
C/C(=N\NC(=O)c1cc([N+](=O)[O-])cc([N+](=O)[O-])c1)c1ccco1	1886	1834
Cc1c(NN=C(C#N)C#N)c(=O)n(-c2ccccc2)n1C	1813	1565
COc1ccc(C2Nc3ccccc3C(=O)N2NS(=O)(=O)c2ccccc2)cc1 (stereo unspecified)	1704	1548
Cc1nc2ccc(-c3nc4ccc(N)cc4[nH]3)cc2[nH]1	2025	2163*
O=c1cc(-c2ccc(O)cc2)oc2c([C@@H]3O[C@H](CO)[C@@H](O)[C@H](O)[C@H]3O)c(O)c([C@@H]3O[C@H](CO)[C@@H](O)[C@H](O)[C@H]3O)c(O)c12	1649	1684
Cc1cc(C)c(S(=O)(=O)n2nc(C)c(Br)c2C)c(C)c1	1991	1636
CN1CCN(C(=O)CN(c2cccc(Br)c2)S(=O)(=O)c2ccccc2)CC1	1741	1710
Cc1ccc(S(=O)(=O)N(c2ccc(Br)cc2)C2C=CS(=O)(=O)C2)cc1 (stereo unspecified)	1807	1752
CC1CC(C)CN(CCOc2cccc(Cl)c2Cl)C1 (stereo unspecified)	1953	1458
Cn1c(-c2ccccc2)c[n+]2c1CCCCC2	1652	1552
O=c1[nH]cnc2c1N=C(c1cccc([N+](=O)[O-])c1)CC(c1ccccc1)N2 (stereo unspecified)	1815	1789
Nc1[nH]c(=S)nc2nc(-c3ccccc3)c(-c3ccccc3)nc12	2044	1591
O=C(NCC1CCCO1)c1ccc(OC2CCN(C(=O)C3CC3)CC2)cc1 (stereo unspecified)	1878	1573
CNc1nc(N)nc(OC(C(F)(F)F)C(F)(F)F)n1	1579	1626
CCN(CC(=O)Nc1cccc(C(C)=O)c1)S(=O)(=O)c1ccccc1	1846	1649
COCCNC(=O)CNC(c1ccccc1)c1ccccc1	1966	1486
O=C(NCCc1ccc(Cl)cc1)Nc1ccc(F)cc1	1841	1442
Cc1cc(N2CCN(c3cccc(C(F)(F)F)c3)CC2)n2nc(C)nc2n1	2068	1575
Cc1ccc(NC(=O)C(OC(=O)c2ccc(O)cc2)c2ccccc2)cc1Cl (stereo unspecified)	1810	1755
COc1cc(OC)c(N(C)S(=O)(=O)c2cccc(C(=O)OCC(=O)NCc3ccco3)c2)cc1Cl	1939	1603
O=C1CC(c2ccccc2)CC(O)=C1C=NCCN1CCOCC1 (stereo unspecified)	1930	1611
Cc1ccc(NC(=O)OCc2cc(-c3ccccc3)on2)cc1	1784	1656
COc1ccc(CNCC(O)(c2ccc(F)cc2)c2ccc(F)cc2)cc1	1908	1653
O=c1ccc(C(F)(F)F)cn1Cc1cc(=O)n2cc(Br)ccc2n1	1939	1545
O=C(COC(=O)c1ccc2ccccc2n1)c1ccccc1	1758	1458

Next part.
Molecule	SRC1 TRFRET art	SRC3 TRFRET art
Cc1nc(C(=O)N2CCc3c([nH]c4ccccc34)C2c2ccccn2)cs1 (stereo unspecified)	1616	1568
COc1ccc(S(=O)(=O)n2[nH]c(=O)c(CCO)c2C)c([N+](=O)[O-])c1	1761	1614
Cc1cc(C)cc(N=c2c([N+](=O)[O-])nn(-c3ccc(Cl)cc3)n2O)c1	2044	1868
Cc1c(C(=O)O)cnc2c([N+](=O)[O-])cnn12	1751	1510
Cc1ccc2c(c1)Oc1ccccc1C=C2C(=O)O	1634	1540
Cc1c(C)n(CCC#N)c2ccccc12	1702	1802
Cc1ccc(CNC(=O)COC(=O)c2cc3c(s2)CCC(C)C3)cc1 (stereo unspecified)	2077	1462
O=C(CSc1nc(-c2ccccc2)cs1)Nc1cccc([N+](=O)[O-])c1	1846	1557
CCN(CC)C(=O)C(=O)Nc1ccc(OCc2ccccc2)cc1	1727	1678
Brc1ccc(C2=NC(Cc3ccccc3)CO2)cc1 (stereo unspecified)	1742	1709
CN1CCN(C(c2ccccn2)c2cc(Cl)c3cccnc3c2O)CC1 (stereo unspecified)	1868	1596
O=C(CSc1nnc(CCCN2C(=O)c3cccc4cccc(c34)C2=O)n1-c1ccccc1)NCCCO	1661	1451
OCCNCc1cccc2ccccc12	1806	1528
O=C(O)C1CCN(Cc2cccnc2)CC1	1881	1558
C/C(=N\Nc1ccccn1)c1cccs1	1767	1694
Cc1ccsc1C(=O)N1CCN(S(=O)(=O)c2cccs2)CC1	1539	1545

Fetched by compound from the entries so far (2):
Molecule	SRC1 TRFRET art	SRC3 TRFRET art
O=C(O)C1CCN(Cc2cccnc2)CC1	1881	1558
O=C(CSc1nnc(CCCN2C(=O)c3cccc4cccc(c34)C2=O)n1-c1ccccc1)NCCCO	1661	1451

Other results follow:
Molecule	SRC1 TRFRET art	SRC3 TRFRET art
Cc1cccc(C(=O)Oc2ccccc2/C=N/Nc2ccc([N+](=O)[O-])cc2)c1	1635	1709
Cc1ccc(NC(=O)Cn2cnc3c(oc4nc5c(cc43)COC(C)(C)C5)c2=O)cc1	1750	1609
Cc1nn(CC(=O)N2c3ccccc3NC(=O)C2(C)C)c(C)c1[N+](=O)[O-]	1675	1590
Cc1ccc(N2C(=S)SC3CS(=O)(=O)CC32)cc1 (stereo unspecified)	1743	1547
COCCCNC(=S)Nc1ccccc1[N+](=O)[O-]	1818	1823
CN(C)c1cccc(C(=O)OCC(=O)Nc2ccccc2Sc2ccccc2)c1	2046	1770
CC(C)CC(C(=O)N1CCOCC1)N1Cc2ccccc2C1=O (stereo unspecified)	1921	1644
COc1cc(NC(=O)CN2CCC(C(N)=O)(N3CCCCC3)CC2)c(OC)cc1Cl	1639	1393

Part of the list above in a different format:
Every second line gives: SRC1 TRFRET art, SRC3 TRFRET art
CCc1cccc(C)c1NC(=S)N(CCCN1CCN(C)CC1)Cc1cccs1
 : 1757, 1631
O=c1cc(-c2ccc(O)cc2)oc2c([C@@H]3O[C@H](CO)[C@@H](O)[C@H](O)[C@H]3O)c(O)c([C@@H]3O[C@H](CO)[C@@H](O)[C@H](O)[C@H]3O)c(O)c12
 : 1649, 1684
CCn1c(C)nc2cc(C(=O)N/N=C/c3cccc(O)c3O)ccc21
 : 2155, 1550
O=C(NCc1ccco1)c1cc(-c2cccs2)nc2ccccc12
 : 1678, 1728

Carrying on.
Molecule	SRC1 TRFRET art	SRC3 TRFRET art
O=c1cc(-c2ccccc2)oc2cc(OCc3ccccc3)cc(O)c12	1956	1829
Fc1cccc(F)c1/C=N/Nc1ccccn1	1624	1580
CSc1nc2ncc(C#N)cn2n1	1786	1552
CC(C(=O)N1CCN(Cc2ccc3c(c2)OCO3)CC1)c1ccc([N+](=O)[O-])cc1 (stereo unspecified)	1960	1802
CC(NC(=O)CCc1nnc(C2(c3ccc(Cl)cc3)CCC2)o1)C1CC1 (stereo unspecified)	1866	1644
